GSK3B inh: blocks human GSK3beta kinase activity | P49841 | GST-GSK3beta kinase, ADP-Glo luminescence, 60 min; hits give low values | activity score (negative = inhibition), % at 10 µM | 0.038% of 300,000 active;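 active means more than half of replicate wells score below -50%, meaning over 50% inhibition versus plate controls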;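 further: 0% = median DMSO wells and -100% = median GW8510 positive control wells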
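Test system – GST-tagged human GSK3beta kinase, cell-free · Incubation – 60 min enzyme reaction, room temperature · Signal – ADP-Glo luminescence · Also added – peptide substrate and ATP at 25 µM · Controls – DMSO neutral wells and GW8510 at 20 µM as positive · Buffer or medium – Tris/MgCl2 kinase buffer · Measure – Luminescence-derived activity versus plate DMSO and GW8510 wells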
KCNQ1 pot: potentiates or activates the human KCNQ1 potassium channel; P51787; CHO-K1 KCNQ1, thallium flux FluxOR fluorescence; hits give high values; B-score at 10 µM; 0.35% of 310,000 active; AID 2648;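 active means fluorescence ratio B-score, a plate-corrected score, at least three library SD, with initial intensity B-score within 5 SD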
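Assay system: CHO-K1 cells stably expressing KCNQ1; Medium: assay buffer with matched DMSO; Also added: K+/Tl+ depolarizing stimulus; Dosing: single dose; Timing: dye 90 min, compound 20 min, room temperature; Measured by: kinetic FluxOR thallium fluorescence, 10-s 1-Hz baseline, 110-s post-stimulus read; Read-out: peak-minus-minimum fluorescence over initial fluorescence, negative-control normalized, B-scored.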
RGS4 inh: inhibitors of human RGS4. P49798. HEK293 M3R/RGS4 inducible, Fluo-4 calcium flux; hits give high values; triggered by carbachol at its EC20. B-score at 10 µM. 0.45% of 310,000 active. AID 463165;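 active means B-score, a plate-corrected calcium signal, over three deviations above library mean, with baseline fluorescence within five deviations of library mean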;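 further: RGS4 expression induced by doxycycline in cells with stable M3 receptor; B-score is computed from the integrated fluorescence ratio over baseline after carbachol; higher B-score means a larger calcium signal and so more RGS4 inhibition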
hERG protect: shields human hERG channel from block by proarrhythmic agents. CHO-hERG, FluxOR thallium flux, dofetilide IC70 present. 0.51% of 310,000 active. Q12809. activation (rescue from dofetilide block), less the hit threshold, % at 10 µM;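 active means activation above the mean of controls blocked by dofetilide plus 5 SD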;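 further: thallium influx through hERG after potassium depolarization seen as dye fluorescence rise; in these data hits start at about 4.7%; inactives centre near -7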
Target sequence (Q12809 whole entry, looked up): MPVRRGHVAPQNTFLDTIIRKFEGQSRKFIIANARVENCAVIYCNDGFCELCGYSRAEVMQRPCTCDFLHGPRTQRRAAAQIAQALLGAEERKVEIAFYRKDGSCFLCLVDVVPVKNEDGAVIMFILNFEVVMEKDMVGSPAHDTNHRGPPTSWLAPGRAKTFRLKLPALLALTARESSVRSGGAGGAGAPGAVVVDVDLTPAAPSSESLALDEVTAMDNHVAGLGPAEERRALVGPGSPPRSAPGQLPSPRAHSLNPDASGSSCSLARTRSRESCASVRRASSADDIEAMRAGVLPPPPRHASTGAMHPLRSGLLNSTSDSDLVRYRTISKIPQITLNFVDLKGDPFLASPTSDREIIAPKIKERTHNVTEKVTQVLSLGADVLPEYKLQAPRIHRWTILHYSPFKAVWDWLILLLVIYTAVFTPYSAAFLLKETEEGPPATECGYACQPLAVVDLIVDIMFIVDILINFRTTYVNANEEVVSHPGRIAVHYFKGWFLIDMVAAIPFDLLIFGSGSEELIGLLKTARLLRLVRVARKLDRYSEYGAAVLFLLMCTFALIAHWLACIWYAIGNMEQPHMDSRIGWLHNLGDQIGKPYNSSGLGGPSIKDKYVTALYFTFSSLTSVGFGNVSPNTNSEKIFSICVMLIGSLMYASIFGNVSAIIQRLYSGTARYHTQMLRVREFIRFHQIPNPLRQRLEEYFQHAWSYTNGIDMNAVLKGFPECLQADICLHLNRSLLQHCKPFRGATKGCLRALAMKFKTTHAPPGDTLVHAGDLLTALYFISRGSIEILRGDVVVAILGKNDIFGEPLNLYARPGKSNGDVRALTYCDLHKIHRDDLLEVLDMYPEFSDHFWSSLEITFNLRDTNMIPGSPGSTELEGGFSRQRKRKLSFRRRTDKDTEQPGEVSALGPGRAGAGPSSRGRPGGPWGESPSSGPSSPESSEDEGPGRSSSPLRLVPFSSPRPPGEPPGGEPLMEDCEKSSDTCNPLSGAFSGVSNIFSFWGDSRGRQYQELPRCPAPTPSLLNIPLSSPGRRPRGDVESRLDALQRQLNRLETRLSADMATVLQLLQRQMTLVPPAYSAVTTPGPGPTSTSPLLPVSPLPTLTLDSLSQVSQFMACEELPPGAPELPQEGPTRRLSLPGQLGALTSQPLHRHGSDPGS
KCNK3 block: human KCNK3 channel inhibition, primary screen. O14649. CHO-KCNK3 thallium flux, FluxOR fluorescence; hits give low values. B-score at 10 µM. AID 602410. 0.84% of 340,000 active;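 active means B-score under library mean minus 4 SD, starting fluorescence ratio at most library mean plus 5 SD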;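 further: more negative B-score means stronger inhibition of thallium flux through KCNK3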
GSK3A inh: inhibitors of human GSK-3 alpha kinase | ADP-Glo luminescence, 60 min | inhibition, % at 10 µM | 0.1% of 320,000 active | AID 2650;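 in the data active means inhibition above about 50%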;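 further: GST-tagged GSK-3 alpha with peptide substrate and 25 µM ATP; 0% = DMSO neutral wells and 100% = GW8510 positive control wells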
KCNQ1 block: human KCNQ1 channel inhibition; P51787; CHO-K1 KCNQ1, FluxOR thallium flux fluorescence; hits give high values; B-score at 10 µM; 1.3% of 310,000 active; AID 2642;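 active means compounds whose thallium flux B-score, printed positive for inhibition, exceeds three library SD while starting fluorescence stays within three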;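 further: channel opened by potassium depolarization with thallium stimulus after 20 min compound exposure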
KCNK9 block: inhibitors of human KCNK9 two-pore domain potassium channel | 1.2% of 310,000 active | B-score at 10 µM | HEK293 KCNK9, FluxOR thallium flux fluorescence; hits give low values | Q9NPC2;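 active means ratio B-score over 3 SD below the library mean, with starting fluorescence within 5 SD of its mean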;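 further: negative B-score means less thallium flux so channel inhibition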
PolyA inhibitor: blocks polyadenylation in yeast reporter cells; S. cerevisiae SKY197-pL101 polyadenylation reporter, beta-gal luminescence; efflux-impaired pdr1/pdr3 knockout yeast; score 100 = 6 SD above DMSO; calls only at 12 µM; 0.02% of 300,000 active; AID 1875;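 active means lowest replicate activity score at least 50, where 100 means six control SD above control mean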;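 further: yeast exposed to compound for 9 h at 30 °C; higher score means more reporter readthrough which indicates perturbed polyadenylation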
Dyrk1A ADPGlo: Dyrk1A (rat) kinase inhibition; AID 504441; 0.43% of 310,000 active; ADP-Glo luminescence, NFATc1 peptide; inhibition, % at 12.5 µM; in the data active means inhibition above about 50%;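 further: plate controls were vehicle with enzyme for no effect and no enzyme for full effect; many of its hits are not listed in these tables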
RGS4 act: potentiators or activators of RGS4; B-score at 10 µM; 0.92% of 310,000 active; HEK293 M3R/inducible RGS4, carbachol calcium flux Fluo4; hits give low values;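 active means B-score of the integrated calcium signal more than 4 SD below the library mean, with starting fluorescence not abnormally high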;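 further: negative B-score means reduced calcium response which marks RGS4 activation or potentiation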
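Assay system: Inducible-RGS4 HEK293 cells carrying M3 receptor | Schedule: Compound preincubation 20 min at room temperature before agonist | Signal: Kinetic calcium fluorescence imaging with Fluo4-AM dye, 2 µM | Read-out basis: B score from integrated fluorescence ratio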
Starred values were filed as active, the others as inactive; i = inactive; . = not tested or not shown. These rows are one share of the data, so the mix of outcomes need not match the whole.

Compound	GSK3B inh	KCNQ1 pot	RGS4 inh	hERG protect	KCNK3 block	GSK3A inh	KCNQ1 block	KCNK9 block	PolyA inhibitor	Dyrk1A ADPGlo	RGS4 act
COC(=O)COc1ccc(S(=O)(=O)NCCC2=CCCCC2)cc1Cl	3	i	i	-17	i	-2	i	i	i	1	i
CN(C)/C=C(\C#N)C(=O)Nc1ccc(F)c(Cl)c1	4	i	i	-7	i	-4	i	i	i	0	i
O=C(COC(=O)C12CC3CC(CC(C3)C1)C2)NC12CC3CC(CC(C3)C1)C2	2	i	i	-1	i	-2	i	i	i	-2	i
O=C(CCCC1=NS(=O)(=O)c2ccccc2N1)NCCc1ccc(Cl)cc1	-5	i	i	-14	i	0	i	i	i	9	i
COc1ccc(Cl)cc1NS(=O)(=O)c1cccc(C(=O)NCC(c2ccco2)N2CCCC2)c1 (configuration not stated)	2	i	i	-22	i	-9	i	i	i	2	i
COc1ccc2cc(CN(Cc3ccco3)C(=S)NCC3CCCO3)c(=O)[nH]c2c1 (configuration not stated)	1	i	i	-9	i	5	i	i	i	0	i
CN1CCN(S(=O)(=O)c2cccc(C(=O)Nc3ccccc3N3CCCCC3)c2)CC1	1	i	i	-14	i	0	i	i	i	10	i
COc1cccc(CN(CC2CCCO2)S(=O)(=O)c2ccc(-n3cnnn3)c(OC)c2)c1 (configuration not stated)	-2	i	i	-10	i	-2	i	i	i	9	i
O=C(Nc1ccccc1C(=O)O)/C(=C/c1ccc([N+](=O)[O-])cc1)NC(=O)c1ccc(Br)o1	4	i	i	-14	i	4	i	i	i	5	i
Cc1cccc(Sc2c(C=O)c3ccccc3n2C)c1	-3	i	i	-6	-10*	-1	i	i	i	10	i
COc1ccc(C(=O)OCC(=O)N(C)C2CCS(=O)(=O)C2)cc1S(=O)(=O)N(C)Cc1ccccc1 (configuration not stated)	-1	i	i	-9	i	-1	i	i	.	-3	i
CN1CCN(S(=O)(=O)c2ccc3[nH]cc(C(=O)O)c(=O)c3c2)CC1	4	i	i	-9	i	-3	i	i	i	-16	i
O=C(CSC1CCCCC1)Nc1ccccc1Br	-4	i	i	-9	i	-2	i	i	i	1	i
CC(=O)Cn1c(CN2CCN(C(=O)c3ccco3)CC2)nc2c1c(=O)n(C)c(=O)n2C	-2	i	i	-2	i	1	i	i	i	1	i
COc1ccc(-n2ncc3c2CC(C)(C)CC3NC(=O)CCc2c(C)noc2C)cc1 (configuration not stated)	3	i	i	-8	i	-2	i	i	i	-6	i
CCc1ccc(OCC(=O)N2CCN(c3ccccc3F)CC2)cc1	3	i	i	-12	i	-3	i	i	i	0	i
CCOc1ccc(S(=O)(=O)Nc2ccc(C(=O)N3CCCC3)cc2)cc1C(N)=O	0	i	i	-6	i	11	i	i	i	3	i
COc1ccc(-c2n[nH]c(=S)n2-c2ccc3c(c2)OCCO3)cc1	-2	i	i	-6	i	.	i	i	i	1	i
COc1ccc(-n2nc(C(=O)NCC(=O)Nc3cc(OC)c(OC)c(OC)c3)c3ccccc3c2=O)cc1OC	-2	i	i	-11	i	-1	i	i	i	-4	i
CC1CCN(S(=O)(=O)c2cccc(-c3cn4cc(Cl)ccc4n3)c2)CC1	-4	i	i	-3	i	0	i	i	i	2	i
CCOC(=O)c1nnn(-c2nonc2N)c1-c1ccc(OC)cc1	-40	i	i	0	i	58*	i	i	i	11	i
CC(NC(=O)/C=C/c1ccccc1[N+](=O)[O-])C1CC2CCC1C2 (configuration not stated)	2	i	i	-4	i	-3	i	i	i	-5	i
O=C(CC1SC(N2CCCC2)=NC1=O)Nc1ccc(C(=O)N2CCCC(C(F)(F)F)C2)cc1 (configuration not stated)	-3	i	i	-4	i	-3	i	i	i	2	i
COc1ccc(C(=O)Nc2ccc(S(=O)(=O)N3CCCCC3)cc2)cc1	-3	i	i	-10	i	-2	i	i	i	4	i
Cn1c(Cc2cccs2)nnc1SC/C=C/c1ccccc1	-1	i	i	-1	i	-5	i	i	i	7	i
COC(=O)c1cc(OC)c(OC)cc1NC(=O)Cc1cccs1	-2	i	i	-9	i	0	i	i	i	5	i
COc1ccc(/C=N/N(c2ccccc2)c2ccccc2)cc1O	1	i	i	-11	i	.	8*	i	i	16	i
CCOCCCNC(=S)N(Cc1ccco1)Cc1cc2cc3c(cc2[nH]c1=O)OCCO3	0	i	i	-13	i	0	i	i	i	-4	i
O=C(c1ccc(F)cc1)C1CCN(C(=O)NC2CCCCC2)CC1	-3	i	i	-8	i	-2	i	i	i	1	i
COc1ccc(N=CC2=C(O)CC(C)(C)CC2=O)cc1	-2	i	i	-7	i	-1	i	i	i	9	i

Going on with the list.
Compound	GSK3B inh	KCNQ1 pot	RGS4 inh	hERG protect	KCNK3 block	GSK3A inh	KCNQ1 block	KCNK9 block	PolyA inhibitor	Dyrk1A ADPGlo	RGS4 act
COc1ccc(N(C)S(=O)(=O)c2cccc3cccnc23)c(OC)c1	2	i	i	-15	i	-5	i	i	i	10	i
Cc1c(OCC(=O)NCCCn2ccnc2)ccc2c3c(c(=O)oc12)CCC3	4	i	i	-11	i	-2	i	i	i	-4	i
O=C1C2CCCN2C(=O)N1CCCCN1CCN(c2cccc(C(F)(F)F)c2)CC1 (configuration not stated)	-3	i	i	-2	i	0	i	i	i	-6	i
CCc1ccc(NC(=O)CSc2nnc(CNC(=O)c3ccc(OC)cc3)o2)cc1	.	i	i	-6	i	-1	i	i	i	-3	i
COc1ccc(C)cc1Nc1n[n+](C)c(-c2ccc(O)cc2O)s1	1	i	i	-9	i	2	i	i	i	-39	i
N#CC1=C(N)OC(c2ccccc2)=C(C#N)C1c1ccc2c(c1)OCO2 (configuration not stated)	0	i	i	-7	i	2	i	i	i	36	i
O=C(/C=C/c1ccco1)N1CCc2ccccc21	-10	i	i	-26	i	7	i	i	i	2	i
Cc1ccc(-c2cc(C(=O)NCCCN3CCOCC3)c3ccccc3n2)cc1	1	i	i	-11	i	-2	i	i	i	6	i
COc1ccc(-n2c(-c3ccc(Br)cc3)c[n+]3c2CCC3)cc1	0	i	i	-16	i	2	i	i	i	-3	-7.2*
CN1C(=O)/C(=C/c2ccco2)SC1=Nc1cccc(C(=O)O)c1	1	i	i	-1	i	1	i	i	i	-10	i
O=C(/C=N/O)NCCCN1CCOCC1	-2	i	i	-9	i	-3	i	i	i	3	i
Cc1cc(OCC(=O)NNC(=O)c2ccncc2)cc(C)c1Cl	1	i	i	-7	i	.	i	i	.	-3	i
COc1ccc(OCC(=O)Nc2c(C(=O)N(CCN(C)C)Cc3ccco3)oc3ccccc23)cc1	-1	i	i	-24	i	2	i	i	i	-4	i
OCC1CCCCN1CC(O)COC(c1ccc(F)cc1)c1ccc(F)cc1 (configuration not stated)	1	i	i	-4	i	4	i	i	i	1	i
COc1ccccc1N=Cc1c(O)c2ccccc2oc1=O	2	i	i	-1	i	-1	i	i	i	3	i
O=c1[nH]c(CNCc2cccnc2)nc2ccccc12	7	i	i	-3	i	0	i	i	i	0	i
O=C(Nc1ccc(C(=O)N2CCCCC2)cc1)C1CCCCC1	0	i	i	9.1*	i	0	i	i	i	-5	i
NC(=O)c1ccc(-n2nnnc2SCC(=O)Nc2ccccc2F)cc1	4	i	i	-9	i	2	i	i	i	1	i
c1ccc(CCCOCCC2CO2)cc1 (configuration not stated)	2	i	i	-5	.	-3	i	i	i	.	i
O=C1C(=O)N(CCCN2CCOCC2)C(c2ccc(Cl)cc2)/C1=C(\O)c1ccc2c(c1)OCCO2 (configuration not stated)	-2	i	i	-10	i	-4	i	i	i	-7	i
O=C(N=C1SC2CS(=O)(=O)CC2N1c1ccc(F)cc1)C1CCCCC1 (configuration not stated)	-3	i	i	-4	i	0	i	i	i	.	i
O=S(=O)(c1ccccc1)C(/C=N\O)/C=C/c1ccccc1 (configuration not stated)	1	i	i	-14	i	7	i	i	i	1	i
S=c1[nH]nc(-c2ccncc2)n1/N=C/c1cn(-c2ccccc2)nc1-c1ccccc1	-1	i	7.8*	-8	i	2	i	i	i	.	i
CCN(C(=O)CN1C(=O)S/C(=C\c2ccc(Cl)cc2)C1=O)C1CCS(=O)(=O)C1 (configuration not stated)	1	i	i	-9	i	-2	i	i	i	0	i
O=C(CS(=O)(=O)c1cn(CC(=O)N2CCOCC2)c2ccccc12)Nc1ccccc1F	-1	i	i	-6	i	-2	i	i	i	2	i
CCOc1cc(S(=O)(=O)n2nc(C)cc2C)ccc1F	1	i	i	-5	i	6	i	i	i	3	i
O=S(=O)(c1ccc(Cl)nc1)N1CCCc2ccccc21	5	i	i	-6	i	1	i	i	i	3	i
COc1cc(/C=C2\SC(c3ccc(C)cc3)=NC2=O)cc(OC)c1OC	0	i	i	-4	i	1	i	i	i	-3	i
Cn1c(=O)oc2cc(S(=O)(=O)NC3CCN(Cc4ccccc4)CC3)ccc21	0	i	i	-9	i	-2	i	i	i	-2	i
CCC(C)(C(=O)NC1CCCC1)N(Cc1cccs1)C(C)=O (configuration not stated)	0	i	i	-4	i	2	i	i	i	-6	i

Following part
Compound	GSK3B inh	KCNQ1 pot	RGS4 inh	hERG protect	KCNK3 block	GSK3A inh	KCNQ1 block	KCNK9 block	PolyA inhibitor	Dyrk1A ADPGlo	RGS4 act
Cc1ccc(N2CS(=O)(=O)/C(=C/N(C)C)C2=O)cc1	0	i	i	-13	i	2	i	i	i	6	i
Nc1cc(F)ccc1N1CCCCCC1	0	i	i	-9	i	1	i	i	i	4	i
Cc1ccc(NC(=O)CCn2nc([N+](=O)[O-])cc2C)nc1	1	i	i	-10	i	10	i	i	i	5	i
COC(=O)C(CCCN1C(=O)c2ccccc2C1=O)(NC(C)=O)c1nn[nH]n1 (configuration not stated)	-1	i	i	-3	i	-1	i	i	i	-2	i
O=C(CNc1cccc(S(=O)(=O)N2CCOCC2)c1)Nc1cccc(Br)c1	2	i	i	-19	i	-4	i	i	i	14	i
O=C(CN1C(=O)CNC1=O)Nc1ccc(Cl)cc1	-2	i	i	-11	i	-2	i	i	i	-7	i

Screening data (PubChem BioAssay)
